High-throughput results as filed in PubChem BioAssay.
FXIIa mix inh: factor XIIa (human) inhibition, mixture screen; P00748; purified FXIIa, fluorogenic substrate, pooled mixtures; inhibition, % at 5 µM; hit rate 0.2% among 62,000; AID 684; in the data active = inhibition above about 20%, passing the limit was not always enough;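 also: 0% = enzyme without compound and 100% = no enzyme blank; some results filed as inactive read as strong as hits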
MKP-1 inh: human dual specificity phosphatase 1 inhibition; recombinant MKP-1, OMFP hydrolysis fluorescence; P28562; inhibition, %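 (compounds tested at a single concentration somewhere between 10 and 100 µM)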; hit rate 0.15% among 65,000;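 active = inhibition above about 50%, limit read from the data; inconclusive = inhibition over screen mean plus 3 SD, below that limit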;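 also: 0% = DMSO max control wells and 100% = wells with enzyme stopped by NaOH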
D1 allo mod: D1 dopamine receptor (human) allosteric modulation; AID 641; HEK293 D1, CRE-luciferase, dopamine EC30 potentiation; actives deviate in either direction; P21728; hit rate 5.9% among 58,000; B-score at 10 µM;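 active = luminescence count or its row- and column-corrected plate score outside the 99.7% band of the plate's sample wells, on either side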
SF-1 act: activators of human nuclear receptor SF-1. Q13285. CHO-K1 Gal4-SF-1 LBD luciferase reporter; % increase over DMSO SF-1-specific signal. activation, % at 10 µM. hit rate 1.9% among 65,000. AID 522;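 active = activation above the mean activation of all tested compounds plus 3 SD, cut at about 50% in these data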
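Material: CHO-K1 cells with Gal4–hSF-1 LBD chimera plus Gal4-driven luciferase / Input: 4,000 CHO-K1 cells per well / Incubation: compound exposure 20 h at 37 °C / Signal: luminescence read 15 min after SteadyLite luciferase reagent, after room-temperature equilibration / Read-out: percent activation versus DMSO / Benchmarks: DMSO negative control and −SF1 background wells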
RORa activator: activates the human nuclear receptor RORA; P35398; CHO-K1 Gal4-RORA LBD luciferase reporter, luminescence; percent increase over mock-subtracted basal signal; activation, % at 10 µM; hit rate 1.5% among 65,000;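 active = activation above the mean of all tested compounds plus 3 SD, cut at about 49% in these data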;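 also: 0% = DMSO-treated RORA cells and 100% = added signal equal to DMSO minus mock-transfected cells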
Cdc25B inh: inhibitors of human Cdc25B phosphatase; hit rate 0.1% among 65,000; inhibition, %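 (compounds tested at 10 µM final in the well)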; recombinant Cdc25B, OMFP fluorescence Ex485/Em525; P30305; AID 368; in the data active = inhibition above about 50%
TNAP act mid DEA: human TNAP activation, intermediate phosphate acceptor; purified TNAP, CDP-star luminescence, 100 mM DEA, 30 min; active compounds read high; scale: 0 levamisole-inhibited, 1 vehicle-only enzyme; AID 813; P05186; 64,000 tested, under 10 active; activation factor at 20 µM;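 active = activation factor of at least 2 at 20 µM, relative to controls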
Hsp90 inh: displaces geldanamycin probe from tumor Hsp90 | hit rate 0.35% among 64,000 | inhibition, % at 30 µM | AID 429 | P07900 | NCI-N417 lysate Hsp90, Cy3B-geldanamycin FP displacement;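 active = inhibition above 50%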;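 also: 0% = tracer plus lysate wells and 100% = tracer alone without lysate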
HER2 expr 66K: lowers expression of human Her2 kinase; P04626; SKBR-3 HER2 protein level, AlphaScreen, 18-24 h; active compounds read low; HER2 level % of control, % at 10 µM; hit rate 0.69% among 65,000;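 active = HER2 level under 5% of the carrier-only control; inconclusive = no clear call, values can overlap the other calls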;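 also: 100% = DMSO carrier and 0% = 500 nM PU-H71 HSP90 inhibitor; lower value means stronger loss of Her2 protein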
Target sequence (P04626 whole entry, looked up): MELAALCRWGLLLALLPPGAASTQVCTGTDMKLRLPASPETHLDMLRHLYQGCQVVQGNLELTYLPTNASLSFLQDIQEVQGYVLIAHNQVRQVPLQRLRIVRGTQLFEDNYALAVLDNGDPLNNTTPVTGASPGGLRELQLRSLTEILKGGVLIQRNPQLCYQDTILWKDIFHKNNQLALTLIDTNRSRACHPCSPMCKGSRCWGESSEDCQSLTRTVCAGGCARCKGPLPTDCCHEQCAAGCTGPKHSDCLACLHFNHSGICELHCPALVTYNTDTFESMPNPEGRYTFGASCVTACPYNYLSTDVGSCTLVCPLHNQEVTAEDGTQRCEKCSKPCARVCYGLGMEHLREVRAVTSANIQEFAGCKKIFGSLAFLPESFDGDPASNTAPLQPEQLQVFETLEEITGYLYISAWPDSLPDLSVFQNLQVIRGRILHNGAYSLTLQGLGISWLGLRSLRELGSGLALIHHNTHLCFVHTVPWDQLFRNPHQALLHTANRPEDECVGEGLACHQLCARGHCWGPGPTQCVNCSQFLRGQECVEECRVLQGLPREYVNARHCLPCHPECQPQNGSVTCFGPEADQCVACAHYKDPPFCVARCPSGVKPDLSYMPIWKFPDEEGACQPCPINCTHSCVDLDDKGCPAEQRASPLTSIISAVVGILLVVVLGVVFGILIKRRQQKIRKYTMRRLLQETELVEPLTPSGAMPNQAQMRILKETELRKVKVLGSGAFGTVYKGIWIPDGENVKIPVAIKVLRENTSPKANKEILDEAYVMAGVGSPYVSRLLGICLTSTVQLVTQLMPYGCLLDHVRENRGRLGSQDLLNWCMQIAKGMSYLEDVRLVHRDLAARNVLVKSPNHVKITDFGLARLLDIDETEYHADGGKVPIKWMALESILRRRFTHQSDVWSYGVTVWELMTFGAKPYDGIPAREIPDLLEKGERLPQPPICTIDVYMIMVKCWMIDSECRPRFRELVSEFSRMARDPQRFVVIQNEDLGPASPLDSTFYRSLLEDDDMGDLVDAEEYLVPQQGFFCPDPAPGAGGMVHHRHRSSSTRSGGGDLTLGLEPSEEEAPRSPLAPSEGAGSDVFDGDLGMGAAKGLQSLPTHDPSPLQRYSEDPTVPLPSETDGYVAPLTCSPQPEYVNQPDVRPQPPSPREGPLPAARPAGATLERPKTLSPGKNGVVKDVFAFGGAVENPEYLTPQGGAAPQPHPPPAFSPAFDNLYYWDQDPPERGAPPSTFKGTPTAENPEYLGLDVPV
The depositor's hits bear a star; ? = inconclusive; nt = no result given.

smiles,RORa activator,HER2 expr 66K,Cdc25B inh,FXIIa mix inh,SF-1 act,TNAP act mid DEA,MKP-1 inh,Hsp90 inh,D1 allo mod
O=C1N2c3ccccc3CCc3cccc(c32)C1(O)C(F)(F)F (configuration not stated),-7,112,-2,7,-12,0.8,-3,0,-2.7*
C/C=C/Cn1c(N(C)Cc2ccccc2)nc2c1c(=O)[nH]c(=O)n2C,-6,71,-13,23,-16,0.9,4,-3,7.3*
COc1ccc2[nH]cc(C(O)CN3CCN(c4ccccc4)CC3)c2c1 (configuration not stated),-26,100,-3,-1,-14,0.9,14,-7,-1.9
CCN=C(NCC)SC1CC(=O)N(c2ccccc2)C1=O (configuration not stated),-20,105,-2,2,-4,1,3,-1,-1.3
COCC(=O)Nc1nc2ccc(S(C)(=O)=O)cc2s1,38,113,-9,nt,30,1,-1,0,-0.34
O=C(c1ccc(=O)n(Cc2ccccc2)n1)N1CCN(C/C=C/c2ccccc2)CC1,5,109,-10,0,-2,0.9,38,0,-0.79
CCOC(=O)N1CCN(C(=O)C2CC(c3ccccc3OC)=NO2)CC1 (configuration not stated),-1,145,6,6,13,0.9,25,-1,0.32
CC1CCCN(S(=O)(=O)c2ccc(NC(=O)c3cccc(-n4cnnn4)c3)cc2)C1 (configuration not stated),-9,59,-1,1,11,0.9,11,-5,2.7
Cc1cc(C)cc(N2CCN(C(=O)N3CCOCC3)CC2)c1,13,101,-8,nt,6,0.9,2,1,-0.94
OCCN1CN=C(Nc2nc3ccccc3o2)NC1,5,76,-6,7,21,0.9,-11,0,-0.0011
Oc1ccccc1-c1cc(C(F)(F)C(F)F)[nH]n1,25,65,-5,5,0,1,6,-4,1.1
COc1ccc(N2C(=NC(C)=O)SC3CS(=O)(=O)CC32)cc1OC (configuration not stated),-18,97,6,-16,-7,0.9,-8,-7,0.049
Cn1c(=O)c2c(nc(CN3CCCCC3)n2Cc2c(F)cccc2Cl)n(C)c1=O,-12,64,-10,5,-14,1,12,-1,0.88
O=C1CSC(c2cccnc2)N1C1CCCCC1 (configuration not stated),-24,116,-2,7,-1,1,5,2,-0.53
CCS(=O)(=O)Nc1ccc(-c2nnc(SCC(=O)c3ccc(NC(C)=O)c(OC)c3)o2)cc1,-4,102,-21,-8,-4,1,36,-4,-0.3
CCn1c(SCC(=O)NCc2ccccc2)nc2ccccc2c1=O,-9,100,2,-2,1,0.9,14,-2,nt
CCOC(=O)c1ccc(N2CN=C3SCC(=O)N3C2)cc1,-3,94,0,13,-16,0.9,20,-2,3.1*
Cc1noc(/C=C/N(C)C)c1S(=O)(=O)N(C)CC(=O)N1CCc2ccccc21,-10,83,6,12,-8,0.9,7,5,-0.65
CCOc1ccc(NC(=O)c2cc3n(n2)C(C(F)(F)F)CC(c2ccco2)N3)cc1 (configuration not stated),60*,91,-12,9,18,1,16,1,-7.5*
COc1ccccc1-c1cc(C(=O)NC(C)C)no1,33,89,-17,5,69*,0.9,3,3,-3.2*
COc1ccc(C(=O)N2CCN(c3nc4ccccc4o3)CC2)cc1OC,2,101,2,9,4,0.9,10,-2,nt
CCCc1nnc(NC(=O)c2cc(OC)cc(OC)c2)s1,-18,73,-6,21,16,0.9,15,nt,0.23
COc1ccc(-n2ncc3c(NCc4ccccn4)ncnc32)cc1,36,97,-3,3,56*,0.9,2,-1,-0.31
CC(C)(C)OC(=O)N1CCCC1C(=O)NCCc1ccccc1 (configuration not stated),24,99,4,14,-16,0.9,20,1,0.2
O=C(CN1C(=O)CCSc2ccccc21)Nc1ccc(F)cc1,-28,94,-14,-3,7,0.9,-5,-2,0.089
CCOC(=O)C1=C(CS(=O)(=O)c2ccccc2)NC(=O)NC1c1ccccc1 (configuration not stated),-10,104,-3,4,1,0.9,-11,1,-0.64
Cc1cc(C(=O)O)c(S(C)(=O)=O)s1,5,76,-3,-18,20,0.9,4,-1,0.83
CC(C)(C)c1ccc(OCC(=O)NCc2ccco2)cc1,-4,107,2,-10,-16,0.9,2,-4,-1.9
CCOC(=O)c1nnn(-c2nn3nnnc3c3ccccc23)c1C,-25,112,-12,12,0,0.9,-2,2,-0.16
COC(=O)c1c(-c2ccccc2)csc1NC(=O)c1ccco1,96*,92,-11,-12,40,0.9,9,2,4.9*
c1coc(CNc2ncnc3c2oc2ccccc23)c1,-21,73,7,-12,-13,0.9,-5,-7,-0.0046
CN(CCNC(=O)C1(O)c2ccccc2NC(=O)N1c1ccccc1)Cc1ccccc1 (configuration not stated),2,118,-14,9,-6,0.9,7,nt,0.038
CCOC(=O)C1=C(C)NC(=O)NC1c1ccc2c(c1)OCCO2 (configuration not stated),-10,93,-6,1,-2,0.9,-2,-6,0.18
CCC(C)Nc1nc(SC(C(C)=O)C(C)=O)nc(N(C)C)n1 (configuration not stated),4,63,1,7,-5,1,12,-14,0.23
O=C(O)c1ccc(CN2C(=O)CSC2=S)cc1,-12,92,-8,12,8,1,-1,-24,-0.049
Cn1cc(S(=O)(=O)CC(=O)Nc2ccc3c(c2)OCCO3)c2ccccc21,-3,73,nt,2,16,0.9,nt,nt,0.11
COC(=O)c1ccc(O)c(Sc2cc(C(=O)OC)ccc2O)c1,-20,80,-1,3,-8,1.1,8,3,-2
O=C(CSc1nc(Nc2ccccc2)nc(N2CCOCC2)n1)Nc1ccc2c(c1)OCCO2,-28,66,-3,5,8,0.9,14,-3,3.4*
CCn1c(=O)n(CC)c2cc(S(=O)(=O)Nc3ccccc3C)c(C)cc21,-13,121,-2,4,-7,0.9,18,-4,0.099
CCOc1ccc(-n2c(SC(C)C)nc3c(c2=O)SCC3)cc1,-13,73,-12,-5,-17,0.9,14,nt,14*
COc1ccc(C(=O)Oc2c(CN3CCOCC3)cc(Cl)c3cccnc23)cc1OC,-7,84,-7,1,-21,0.9,12,3,4.9
O=C(CSc1ccc(-c2nc3ccccc3[nH]2)cn1)N1CCN(C(=O)c2ccco2)CC1,6,97,-4,15,2,0.9,-6,-2,-1.7
CCOC(=O)CSc1nc2c(c(=O)n1-c1ccc(OC)cc1)SCC2,-9,77,-2,1,-21,0.9,-1,-2,-0.24
COc1ccc(-c2ccc(=O)n(Cc3cc(=O)n4ccccc4n3)n2)cc1,-9,114,15,8,-5,0.9,1,-2,26*
Cc1c(/C=N/n2cnnc2)c2ccccc2n1CCOc1ccccc1,-3,60,-8,1,-13,0.9,19,-4,-1.2
Cc1ccc(-c2noc(COc3ccccc3C)n2)cc1,12,93,2,-2,2,0.9,2,-5,0.47
CCOc1ccccc1NS(=O)(=O)c1cccs1,-16,95,-13,8,-20,1,28,-3,0.075
O=C(O)Cc1csc2ccccc12,-18,161,-8,0,14,1.1,2,-4,nt
Cc1cc(C)n(C(=O)c2cc3sccc3[nH]2)n1,22,68,-12,-15,14,0.9,4,3,1.5
CC(=O)Nc1ccc(S(=O)(=O)N2CCCc3ccccc32)cc1,31,68,-4,1,12,0.8,2,-5,-0.7

Additional results follow.
smiles,RORa activator,HER2 expr 66K,Cdc25B inh,FXIIa mix inh,SF-1 act,TNAP act mid DEA,MKP-1 inh,Hsp90 inh,D1 allo mod
CCN(CC)CCOC(=O)c1c(C)oc2ccc(OC)cc12,-5,88,-16,0,-5,0.9,-16,0,nt
COc1cc2cc3c(N)c(C(=O)NCc4ccco4)sc3nc2cc1OC,80*,114,6,11,44,1,29,3,-0.028
O=C(Cc1ccccc1)Nc1nonc1NC(=O)c1ccccc1,5,107,-10,0,8,1,-11,-1,4.1*
Cc1ccc(C2C(C(=O)c3sc(C)nc3C)=C(O)C(=O)N2CCN(C)C)o1 (configuration not stated),-8,108,-2,1,-10,0.9,-6,-17,0.018
CCc1cccc(NC(=O)c2ccc(Br)o2)c1,-14,69,-1,2,11,0.8,-4,-2,-1.2
COc1ccc(OC)c(NC(=O)CCCN2C(=O)C3C4C=CC(C4)C3C2=O)c1 (configuration not stated),3,104,17,6,-6,1,5,-1,-0.035
CC(C)[C@H](NC(=O)Nc1ccc(Oc2ccccc2)cc1)C(=O)O,8,114,-4,3,7,0.9,-22,-2,0.047
CC(C)C(C)(C#N)NC(=O)CSc1nnc(-c2ccncc2)n1Cc1ccccc1 (configuration not stated),0,86,-9,-17,2,1,7,-2,0.45
COc1ccc(CC(=O)Nc2ccc(-c3noc(COc4ccccc4C)n3)cc2)cc1,-4,107,2,5,10,0.9,4,-1,-0.64
COCCNCC#CCOc1ccc(OC)cc1,4,76,-1,4,11,1,23,-6,nt
COc1ccccc1OCCNC(=O)c1ccccc1C,8,75,-20,10,6,1,-12,-3,-0.71
COCCNc1nc2c(c(=O)n(Cc3ccc(OC)cc3)c(=O)n2C)n1C,5,116,5,nt,-2,1,-9,-1,nt
COCCCN1C(=O)C(=O)/C(=C(/O)c2ccc3c(c2)CC(C)O3)C1c1cccnc1 (configuration not stated),-4,91,8,2,0,0.9,4,0,-0.4
CCCN(CCC)c1nc2ccccc2n2c(C)nnc12,-4,130,-10,-15,-9,0.9,19,1,4.5
CC(=O)c1c(C)[nH]c(C(=O)N2CCN(c3ncccn3)CC2)c1C,5,111,-11,1,18,1,2,-3,-0.026
O=C(Oc1cccc(C(=O)N2CCOCC2)c1)c1ccc(Br)cc1,-5,116,3,13,0,0.9,5,5,-0.3
COC(=O)c1sc(NC(=O)C(C)C)c(C(=O)OC)c1C,-13,113,23,nt,-10,0.9,18,-3,nt
Nc1nc(SCc2ccc(Cl)cc2Cl)n[nH]1,6,106,-9,-1,16,1,0,-2,0.6
COc1ccc2occ(C(=O)c3coc4ccc(O)c(CN(C)C)c34)c2c1,10,80,-3,-15,-16,1,-5,-3,-1.1
CC1(C)NC(=O)N(CC(O)COc2ccc(-c3ccccc3)cc2)C1=O (configuration not stated),14,107,-4,-15,3,0.9,-5,-3,0.2
CCOC(=O)c1cnc(-n2nc(C)cc2C)nc1N1CCOCC1,-21,103,7,17,-5,0.9,-14,1,0.42
N#Cc1ccccc1Sc1ccccc1C(=O)OCc1nnc(-c2ccccc2)o1,9,115,-25,-6,-2,0.9,25,1,-0.6
COc1ccc(CCNC(=O)COc2ccc(S(=O)(=O)N3CCOCC3)cc2)cc1,7,107,-8,0,16,0.9,4,-3,0.65
CCCc1cc(=O)oc2cc(Oc3ncccn3)ccc12,10,93,5,-23,14,0.9,18,-2,2.5
COC(=O)c1ccc2c(c1)N(Cc1nc(-c3cccc(C)c3)oc1C)C(=O)C1CCCN21 (configuration not stated),0,79,-3,6,1,1,?,-12,-0.55
CCCC(=O)NCCc1cc2ccc(OC)cc2[nH]c1=O,-12,110,4,nt,-22,nt,20,-5,0.12
Cc1ccc(C(=O)c2nocc2C(=O)c2cccs2)cc1,-10,83,-13,5,-12,1,3,-2,0.15
O=C(c1ccc(-c2ccccc2)cc1)N1CCCC1,-3,72,-8,7,11,0.9,10,-7,-1

No new results follow: an excerpt of the list.
smiles,RORa activator,HER2 expr 66K,Cdc25B inh,FXIIa mix inh,SF-1 act,TNAP act mid DEA,MKP-1 inh,Hsp90 inh,D1 allo mod
Cc1ccc(C(=O)c2nocc2C(=O)c2cccs2)cc1,-10,83,-13,5,-12,1,3,-2,0.15
O=C(c1ccc(-c2ccccc2)cc1)N1CCCC1,-3,72,-8,7,11,0.9,10,-7,-1
